# PhoP GFP inhibition: PhoP regulon inhibitors, Salmonella typhi PhoP promoter GFP reporter, confirmatory (AID 1850) | Salmonella Typhi PhoP-promoter GFP reporter, fluorescence, 4 h; higher % means a stronger effect | inhibition, % at 50 µM, or IC50 in µM where a hit was titrated | hit rate 0.33% among 310,000; in the data active means a potency from the dose series; inconclusive means inhibition mostly from about 25% at the one dose, without a potency; inactive means the rest, 99 in 100 with inhibition below about 19%;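 further: 0% = induced wells with vehicle and 100% = uninduced wells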
# H1N1 NS1A inhibition: H1N1 influenza NS1A inhibitors, functional cell based assay (AID 504329); NS1A functional cell-based assay, percent inhibition; higher % means a stronger effect; inhibition, % at 12.5 µM; hits with a dose series show IC50 in µM; hit rate 0.3% among 340,000; in the data active means a potency from the dose series; inconclusive means inhibition above about 27% without an active follow-up result; further: strong numbers were not always called active
# inhibitors of VEEV: inhibitors of VEEV TC-83 cytopathic effect, confirmation, Vero cells (AID 588727). one-dose inhibition, % at 20 µM; IC50 in µM for titrated hits. hit rate 0.13% among 350,000. Vero cells, VEEV TC-83 cytopathic effect inhibition; higher % means a stronger effect; in the data active means a potency from the dose series; inconclusive means inhibition mostly from about 14% at the one dose, without a potency; inactive means the rest, 99 in 100 with inhibition below about 12%; further: strong numbers were not always called active
# M. tuberculosis: growth inhibition of non-replicating M. tuberculosis (AID 488890); Mycobacterium tuberculosis non-replicating, growth inhibition; higher % means a stronger effect; inhibition, % at 25 µM; hits with a dose series show IC50 in µM; hit rate 0.39% among 320,000; in the data active means a potency from the dose series; inconclusive means inhibition mostly from about 82% at the one dose, without a potency; inactive means the rest, 99 in 100 with inhibition below about 76%;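 further: plate controls were DMSO cells for no effect and high antibiotic wells for full effect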
# M. tuberculosis HTS: M. tuberculosis growth inhibition, HTS (AID 449762). M. tuberculosis H37Rv growth inhibition, 7H9 media; higher % means a stronger effect. one-dose inhibition, % at 25 µM; IC50 in µM for titrated hits. hit rate 0.59% among 330,000; in the data active means a potency from the dose series; inconclusive means inhibition above about 70% without an active follow-up result;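 further: bacterial growth assessed after seven days of incubation; strong numbers were not always called active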
# inhibitors of VEEV 10K pilot screen: recorded beside inhibitors of VEEV, whose call it bears; inhibition, %; measured here: 10K pilot screen inhibition
# An asterisk follows results filed as active; i = inactive; ? = inconclusive; nt = not tested or not shown; & = joins results of further samples.
SMILES,PhoP GFP inhibition,H1N1 NS1A inhibition,inhibitors of VEEV,M. tuberculosis,M. tuberculosis HTS,others
Cc1[nH]nc2c1C1(CCC(c3ccccc3)CC1)C(C#N)=C(N)O2 (stereo not drawn),-3%,5%,0.9%,14%,-6%,
CS(=O)(=O)Cc1cc(Sc2ccccc2)nc(-c2ccncc2)n1,1%,-3%,3.5%,-7%,10%,
Cc1cc(C(F)(F)F)nc(CCNC(=O)C2CCC(=O)N(Cc3cccc(F)c3)C2)n1 (stereo not drawn),-6%,7%,4.0%,2%,2%,
O=C1CN=C(c2ccccc2)c2cc(Br)ccc2N1Cc1cc(=O)n2ccccc2n1,-1%,3%,8.7%,-10%,5%,
COc1ccccc1C1CC(=O)NC(SCC(=O)Nc2ccccc2)=C1C#N (stereo not drawn),nt,-8%,1.0%,nt,-7%,
COc1cc(CC(=O)OCc2ccccc2F)cc(OC)c1OC,-9%,5%,2.6%,60%,-5%,
Cc1ccc(NC(=O)CCNS(=O)(=O)c2ccc3c(c2)CCC(=O)N3)cc1F,-6%,3%,1.2%,-10%,-8%,
CCC(C)NS(=O)(=O)c1ccc(N)cc1 (stereo not drawn),1%,2%,1.3%,-10%,1%,
CC(=NNC(=O)c1ccncc1)c1ccccc1O,nt,10%,?,nt,nt,
O=C(O)Cn1c2ccccc2c2n[nH]c(=S)nc21,-3%,-43%,i,14%,-4%,
CC(=O)c1ccc(NC(=S)NCc2cccnc2)cc1,17%,0%,0.4%,34%,-2%,
COc1ccccc1/C=C1\SC(=S)N(CCC(=O)N2CCCCC2CCO)C1=O (stereo not drawn),-10%,7%,?,28%,4%,
CCOc1ccc2c(c1)n(CO)c(=S)n2CO,-18%,3%,0.8%,49%,?,
CNC(=O)C1=C(C)n2c(nc3ccccc32)NC1c1ccc(OC)cc1 (stereo not drawn),-2%,17%,1.7%,24%,-6%,
Cc1ccccc1N(CC(=O)NC(C)(C)C)C(=O)CCC(=O)Nc1nccs1,-6%,0%,i,-4%,1%,
COc1ccc(CNC(=O)CN(C(=O)CCC(=O)Nc2nccs2)c2ccc(C)cc2)cc1,-4%,-11%,0.8%,8%,1%,
O=C1CCC(=O)N1c1ccc(NC2CCN(Cc3ccccc3)CC2)c([N+](=O)[O-])c1,-4%,-3%,i,-16%,-13%,
S=C(NCc1cccnc1)Nc1cccc(Cl)c1,13%,-1%,1.1%,?,-4%,
Nc1nc(NCc2ccccc2)nc(NCc2ccccc2)c1[N+](=O)[O-],-7%,15%,0.5%,6%,-8%,
O=C(CCC1CCCN(C(=O)Cc2ccc(F)cc2)C1)N1CCN(c2ccccn2)CC1 (stereo not drawn),1%,-2%,1.4%,7%,-3%,

# Continued; it opens with the 6 that closed the last part.
SMILES,PhoP GFP inhibition,H1N1 NS1A inhibition,inhibitors of VEEV,M. tuberculosis,M. tuberculosis HTS,others
Cc1ccccc1N(CC(=O)NC(C)(C)C)C(=O)CCC(=O)Nc1nccs1,-6%,0%,i,-4%,1%,
COc1ccc(CNC(=O)CN(C(=O)CCC(=O)Nc2nccs2)c2ccc(C)cc2)cc1,-4%,-11%,0.8%,8%,1%,
O=C1CCC(=O)N1c1ccc(NC2CCN(Cc3ccccc3)CC2)c([N+](=O)[O-])c1,-4%,-3%,i,-16%,-13%,
S=C(NCc1cccnc1)Nc1cccc(Cl)c1,13%,-1%,1.1%,?,-4%,
Nc1nc(NCc2ccccc2)nc(NCc2ccccc2)c1[N+](=O)[O-],-7%,15%,0.5%,6%,-8%,
O=C(CCC1CCCN(C(=O)Cc2ccc(F)cc2)C1)N1CCN(c2ccccn2)CC1 (stereo not drawn),1%,-2%,1.4%,7%,-3%,
Cc1c(N=Cc2c(O)n(Cc3ccc(F)cc3)c(=O)[nH]c2=O)c(=O)n(-c2ccccc2)n1C,7%,-4%,0.3%,1%,9%,
Cc1c(S(=O)(=O)Nc2cccc3ccccc23)c(=O)n(C)c(=O)n1C,-2%,-10%,3.4%,-1%,-3%,
COC(=O)CSc1[nH]c(=O)cc(C)c1C#N,0%,2%,i,-5%,4%,
Cc1cccc(N2CCN(C(=O)Cn3sc4nc(C)cc(C)c4c3=O)CC2C)c1 (stereo not drawn),-8%,4%,13%,2.7µM*,?,
CCc1ccccc1NC(=S)N(CCN(C)C)C(C)c1ccco1 (stereo not drawn),11%,-7%,0.0%,14%,2%,
Cc1occc1C(=O)NC(C)C1CCCO1 (stereo not drawn),6%,-4%,1.9%,-8%,2%,
c1ccc(COc2ccc(CNn3cnnc3)cc2)cc1,-15%,-1%,1.1%,10%,-1%,
CCN(CC(=O)Nc1c(F)cccc1F)C(=O)CNC(=O)c1sc2ccccc2c1Cl,nt,-10%,0.8%,-10%,-8%,
Cc1csc2ncc(C(=O)Nc3ccc4c(c3)OCCO4)c(=O)n12,-7%,4%,3.6%,nt,2%,
CCCCN1CC(=O)N2[C@@H]3c4cc(OC)ccc4OC[C@@H]3[C@H](C(=O)OCC)[C@]2(C)C1=O,nt,-2%,0.5%,nt,nt,
COc1ccc(-n2nc(C(=O)NCC(=O)N3CCC4(CC3)OCCO4)c3ccccc3c2=O)cc1Cl,10%,-15%,3.9%,0%,2%,
C#CCNC(=O)C1=C[C@H](C)C[C@H](OCc2ccc(CO)cc2)O1,3%,-7%,0.6%,-1%,-3%,
Cc1cccc(N(C)Cc2nnc(-c3cccc(Br)c3)o2)c1,4%,-24%,i,36%,10%,
COc1ccccc1NS(=O)(=O)c1cccc(NC(=S)NCCN2CCOCC2)c1,0%,1%,0.1%,28%,0%,
CC(C)N(C(=O)CSc1nnc(NC(=O)c2ccco2)s1)C(C)C,-4%,-5%,0.7%,4%,-1%,
O=C(NCc1ccc(Cl)cc1)C(=O)NCC1CCCN1S(=O)(=O)c1cccs1 (stereo not drawn),8%,-6%,3.5%,19%,21%,
CCN(CC)S(=O)(=O)c1ccc2c(c1)c(=O)c(C(=O)N1CCN(c3ccccc3)CC1)cn2C,7%,-6%,2.9%,1%,-1%,
CCOC(=O)Cn1nc(-c2ccccc2)c2cnc3ccc(C)cc3c21,-7%,4%,10%,53%,56%,inhibitors of VEEV 10K pilot screen=3.3
COc1ccc(N/C(N)=N/c2nc(CSc3ccc(Cl)cc3)cc(=O)[nH]2)cc1,-8%,-8%,0.0%,-21%,-15%,
CCN1CCN(c2ccc(NC(=O)c3ccc([N+](=O)[O-])o3)cc2Cl)CC1,nt,7%,1.7%,nt,nt,

# Reprinted at random: 2 records from the list, in no set order.
SMILES,PhoP GFP inhibition,H1N1 NS1A inhibition,inhibitors of VEEV,M. tuberculosis,M. tuberculosis HTS,others
COC(=O)CSc1[nH]c(=O)cc(C)c1C#N,0%,2%,i,-5%,4%,
CCN(CC)S(=O)(=O)c1ccc2c(c1)c(=O)c(C(=O)N1CCN(c3ccccc3)CC1)cn2C,7%,-6%,2.9%,1%,-1%,

# Later entries:
SMILES,PhoP GFP inhibition,H1N1 NS1A inhibition,inhibitors of VEEV,M. tuberculosis,M. tuberculosis HTS,others
O=C(CC(Sc1ccccc1)c1cccs1)c1ccco1 (stereo not drawn),-4%,4%,i,77%,18%,
CCCn1c(=O)c(C(=O)Nc2ncccc2C)c(O)c2ccccc21,6%,-13%,0.7%,?,18%,
Cc1cc(C)n(CC(=O)NNC(=O)c2cncc(Br)c2)n1,nt,7%,7.5%,-9%,-6%,
Cc1ccccc1C(OCC(O)CN1CCN(CCO)CC1)c1ccccc1 (stereo not drawn),-6%,4%,i,18%,-1%,
NC(=O)CC(NC(=O)c1ccc(Br)cc1)c1ccc(N2CCN(c3ccccc3)CC2)c([N+](=O)[O-])c1 (stereo not drawn),-2%,-8%,1.8%,0%,?,
CC(=O)c1c(C)[nH]c(C(=O)NCCc2cccc(C)c2)c1C,1%,3%,0.1%,nt,-14%,
COc1cccc(NCc2nnc(SCC(=O)N(C)C3CCS(=O)(=O)C3)n2C2CCCCC2)c1 (stereo not drawn),-5%,-1%,1.1%,-10%,-34%,
CCOC(=O)Cn1nc(C)c(NC(=O)COc2ccccc2)c1C,-3%,-12%,1.2%,9%,2%,
CN(CCOc1ccccc1)C(=O)c1ccc2c(c1)OCO2,nt,-17%,1.0%,7%,-7%,
CCOC(=O)/C(=N\Nc1ccccc1Cl)N(C)C1CCCCC1,10%,-7%,i,23%,-2%,
C/C(N)=C(/C#N)C(=O)CSc1nc(C2CCCCC2)n(-c2ccccc2)n1,2%,20%&11%,1.8%&3.1%,6%,1%,inhibitors of VEEV 10K pilot screen=4.3
Cc1cc(C)c2nc(N(CCN(C)C)C(=O)c3ccc4ccccc4c3)sc2c1,-21%,6%,1.4%,20%,7%,
CCOC(=O)N1CCN(C(=O)c2cc(COc3ccc(OC)cc3Cl)on2)CC1,-5%,-2%,6.4%,40%,25%,
Cc1ccc(CNC(=O)C2CC(=O)OC23CCCC3)c(C)c1 (stereo not drawn),-3%,-28%,i,5%,0%,
Cc1cccc(C(=O)OC(C)C(=O)NC2CCCc3ccccc32)c1O (stereo not drawn),-3%,8%,0.9%,10%,-4%,
CC(C)NC(=O)CN1C(=O)c2ccccc2S1(=O)=O,-2%,3%,0.1%,-20%,-1%,
COc1cccc(N2CC(C(=O)OC(C)C(=O)c3ccccc3)CC2=O)c1 (stereo not drawn),0%,-1%,5.5%,-9%,4%,inhibitors of VEEV 10K pilot screen=0.7
COc1cc(OC)cc(-c2oc(=O)c3cc(OC)c(OC)cc3c2C(F)(F)F)c1,nt,-3%,0.5%,17%,2%,
CC(C)CNc1oc(-c2ccccc2Cl)nc1C#N,-5%,8%,i,59%,?,
COc1ccc(-n2nc3c(N4CCC(C(=O)NCCc5ccco5)CC4)nnc(C)c3c2C)cc1,-3%,-3%,0.1%,53%,12%,
COc1cccc(/C=C/c2ccncc2)c1OC,3%,-2%,2.8%,30%,3%,
C1CCc2nnc(C3CC3)n2CC1,-1%,-1%,i,-1%,-3%,inhibitors of VEEV 10K pilot screen=1.0
CCn1cc(CN2CCC(n3nccc3NC(=O)c3ccc(OC)cc3)CC2)cn1,-16%,-9%,i,-8%,5%,
Cc1ccccc1N1CCN(Cc2c[nH]c3ccccc23)CC1,8%,4%,0.2%,43%,48%,
CC(=O)Nc1ccc(S(=O)(=O)N[C@@H](C)C(=O)NC2CCCc3ccccc32)cc1 (stereo partly drawn),nt,-14%,3.0%,15%,3%,
Cc1ccc(-c2nc(C3CCCN(S(=O)(=O)c4ccc(C)cc4)C3)no2)cc1 (stereo not drawn),nt,0%,2.2%,28%,0%,
O=C(O)C1(c2ccccc2)CCN(S(=O)(=O)c2ccc(Cl)s2)CC1,0%,13%,0.6%,7%,6%,
O=C(Nc1nc2ccccc2c2nc3ccccc3n12)c1ccc(F)cc1,6%,nt,nt,0%,-11%,
CCC(C)(C(=O)NC1CCCC1)N(C(C)=O)c1ccc(C)cc1 (stereo not drawn),-2%,0%,5.5%,-3%,-6%,
CCOC(=O)C1=C(CS(=O)(=O)c2ccccc2)NC(=O)NC1c1ccccc1OCC (stereo not drawn),nt,8%,0.8%,22%,-6%,
O=S(=O)(NCCCN1CCOCC1)c1ccc(Cl)cc1,-2%,5%,3.4%,-20%,-2%,
CCN(CC)c1ccc(NC(=O)COc2ccc(-n3cnnn3)cc2)cc1,nt,14%,2.8%,12%,-1%,
Brc1ccc(CSc2nccn2-c2ccccc2)cc1,8%,-19%,2.6%,74%,-2%,
Cc1ccc(NC(=O)CN2CCN(Cc3ccccc3)CC2)cc1Cl,3%,2%,i,57%,13%,
CCOC(=O)C1=C(c2ccccc2)N=c2s/c(=C\c3ccc(O)cc3)c(=O)n2C1c1cccs1 (stereo not drawn),-2%,-1%,12%,56%,?,
O=C(CN1CCCC(O)C1)N1c2ccccc2Sc2ccc(C(F)(F)F)cc21 (stereo not drawn),9%,-13%,4.8%,9%,2%,
COC1=C(N)C(=O)c2nc(C)ccc2C1=O,nt,-9%,i,nt,nt,
O=C(c1cccn2c(=O)c3cc(Br)ccc3nc12)N1CCN(c2ccccn2)CC1,-19%,-2%,i,17%,11%,
COC(=O)c1[nH]c2ccc(Br)cc2c1NC(=O)C(C)N1CCN(C2CCCCC2)CC1 (stereo not drawn),5%,0%,0.3%,75%,?,inhibitors of VEEV 10K pilot screen=2.0
O=C(c1cccc(S(=O)(=O)Nc2cccc(C(F)(F)F)c2)c1)N1CCOCC1,-16%,14%,0.2%,4%,-5%,
O=[N+]([O-])c1ccc(Sc2ccc(F)cc2)nc1,-9%,10%,1.7%,46%,2%,
C=C(C)CN(CC)C(=O)CN1C(=O)NC2(CCc3ccccc32)C1=O (stereo not drawn),-9%,7%,i,-12%,-7%,
